Screening results deposited in PubChem by National Center for Advancing Translational Sciences (NCATS).
Lamin A splicing: qHTS Assay for Modulators of Lamin A Splicing; HeLa LMNA splicing GFP/RFP minigene ratio, 48 h; Potency, µM (series often up to 46.1 µM), for the others: at the highest dose ratio change, negative = inhibition, most hits filed as inhibitors; 200,000 tested, 0.01% active; AID 1487, 2009; active = well fitted inhibition curve with a large enough effect in the signal ratio, with a control signal flat, not every such curve was filed as active; inconclusive = small, poorly fitted or top-dose-only effect, or effect the other way, or a change in a side signal; the % refers to the signal ratio; note: % is set by controls: 0 for no effect and ±100 for the full control effect
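S3 HeLa cells stably expressing lamin A-EGFP splicing minigene plus DsRed2, 600 cells/well, 48 h compound exposure at 37C. Laser-scanning cytometry; analysed as GFP (500-530 nm)/RFP (575-640 nm) total intensity ratio; 0.5% DMSO vehicle.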
Tau fibril ThT: qHTS for Inhibitors of Tau Fibril Formation, Thioflavin T Binding; recombinant tau K18 P301L, heparin-induced fibrillization, ThT fluorescence; Potency, µM (highest dose often 57.4 µM), for the others: at the highest dose activity, negative = inhibition, actives largely listed as inhibitors; 270,000 tested, 2.1% active; AID 1460, 2008; note: % is set by controls: 0 for no effect and ±100 for the full control effect; nearly all actives have a fitted effect of over 55% in size
Target sequence (P10636 561-689 P618L limits assumed): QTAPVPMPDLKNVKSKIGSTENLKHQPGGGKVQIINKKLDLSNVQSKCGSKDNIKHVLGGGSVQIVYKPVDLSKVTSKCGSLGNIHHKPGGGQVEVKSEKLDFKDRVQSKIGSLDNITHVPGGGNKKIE
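Fibril formation assay: tau K18 P301L at 15 uM with trace Alexa 594 label, heparin inducer 20 uM, pH 7 sodium acetate buffer, 37 C for 6 hr; endpoint ThT signal.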
SMN2 splice up: qHTS Assay for Enhancers of SMN2 Splice Variant Expression; HEK293 SMN2-luciferase splicing reporter, luminescence, 30-36 h; Potency, µM (top dose mostly 46.1 µM), without a hit: at the highest dose activity change, positive = activation, usual class: activators; 210,000 tested, 2.8% active; note: % of control where 0% means no effect; nearly all actives have a fitted effect of over 55% in size
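qHTS luciferase splicing reporter: luminescence rises when SMN2 exon 7 is included in transfected HEK293 cells. Compound exposure lasted 30-36 h at 37C, with 4.5 mM final sodium butyrate as control, followed by a ONE-Glo read.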
RECQ1 helicase: qHTS Assay for Inhibitors of RecQ-Like Dna Helicase 1 (RECQ1); ATP-dependent DNA helicase Q1 (Homo sapiens), P46063; 240,000 tested, 0.54% active; AID 2549, 2010; Potency, µM (top dose mostly 57.3 µM), inactives show at the top dose activity, negative = inhibition, most hits filed as inhibitors; RECQ1 DNA unwinding, red fluorescence kinetic read;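 note: plate controls were vehicle for no effect and no enzyme for full effect; nearly all actives have a fitted effect of over 30% in size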
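50 nM RECQ1T1 preincubated 15 min with compound in Tris pH 8.0 buffer with MgCl2, DTT, Tween-20 and 2.5 ug/ml poly(dI-dC); started with 200 nM TAMRA/BHQ-2 forked duplex and 2 mM ATP. Unwinding read as fluorescence (525/598 nm), two reads 2 h apart.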
L3MBTL1 block: qHTS Assay for the Inhibitors of L3MBTL1 | Lethal(3)malignant brain tumor-like protein 1 (Homo sapiens), Q9Y468 | AlphaScreen L3MBTL1–H3K9me1 peptide binding | Potency, µM (highest dose often 57.1 µM), inactives show at the highest dose activity, negative = inhibition, most hits filed as inhibitors | 230,000 tested, 0.66% active; note: % is set by controls: 0 for no effect and ±100 for the full control effect; nearly all actives have a fitted effect of over 60% in size
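L3MBTL1 50 nM + b-AHA-H3(1-15)K9me1 75 nM, 30 min RT; compound added, 30 min RT; streptavidin donor/Ni-chelate acceptor beads 10 ug/mL each final, 30 min RT dark; AlphaScreen read.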
JMJD2E inh: qHTS Assay for Inhibitors of Human Jumonji Domain Containing 2E (JMJD2E). Lysine-specific demethylase 4E (Homo sapiens), B2RXH2. JMJD2E catalytic domain, FDH-coupled NADH fluorescence (FDH is formaldehyde dehydrogenase). 230,000 tested, 1.6% active. Potency, µM (series often up to 57.1 µM), for the others: top-dose activity change, negative = inhibition, actives largely listed as inhibitors; active = well fitted inhibition curve with a large enough effect, not every such curve was filed as active; inconclusive = small, poorly fitted or top-dose-only effect, or another doubt; inactive = no such curve, though single readings can be large or run the other way;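 note: 0% = wells with enzyme and -100% = buffer wells without enzyme; nearly all actives have a fitted effect of over 50% in size; many of its hits are not listed in these tables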
Target sequence (B2RXH2 1-337 limits assumed): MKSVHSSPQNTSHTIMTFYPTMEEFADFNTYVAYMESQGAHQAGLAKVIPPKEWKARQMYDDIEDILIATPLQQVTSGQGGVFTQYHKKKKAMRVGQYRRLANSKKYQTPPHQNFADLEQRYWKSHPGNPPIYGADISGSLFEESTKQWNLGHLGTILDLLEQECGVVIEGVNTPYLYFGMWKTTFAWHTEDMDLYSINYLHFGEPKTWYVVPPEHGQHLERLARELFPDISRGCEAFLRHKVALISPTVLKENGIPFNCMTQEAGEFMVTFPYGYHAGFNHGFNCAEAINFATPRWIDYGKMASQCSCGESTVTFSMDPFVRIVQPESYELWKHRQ
Luc counter: Counterscreen for Luciferase (Kinase-Glo TM) Inhibition; Kinase-Glo luciferase, ATP luminescence, 8 min; Potency, µM (titrated, usually from 38.3 µM), inactives show at the highest dose activity change, negative = inhibition, hits mostly inhibitors; 200,000 tested, 0.28% active; AID 1379, 2008; note: % is set by controls: 0 for no effect and ±100 for the full control effect; nearly all actives have a fitted effect of over 60% in size
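Light output from Kinase-Glo luciferase with luciferin and 10 uM ATP in 50 mM imidazole pH 7.2, KCl, MgCl2, Tween 20, BSA; compound pin-delivered, 8-min ambient incubation, then luminescence read.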
ALDH1A1 inh: qHTS Assay for Inhibitors of Aldehyde Dehydrogenase 1 (ALDH1A1); Purified ALDH1A1, NADH fluorescence, propionaldehyde substrate; Aldehyde dehydrogenase 1A1 (Homo sapiens), P00352; Potency, µM (highest dose often 75.3 µM), inactives show at the highest dose activity, negative = inhibition, actives largely listed as inhibitors; 220,000 tested, 7.3% active; active = well fitted inhibition curve with a large enough effect, not every such curve was filed as active; inconclusive = small, poorly fitted or top-dose-only effect, or another doubt; inactive = no such curve, though single readings can be large or run the other way;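 note: plate controls were no enzyme wells and a reference inhibitor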
Target sequence (P00352 whole entry, looked up): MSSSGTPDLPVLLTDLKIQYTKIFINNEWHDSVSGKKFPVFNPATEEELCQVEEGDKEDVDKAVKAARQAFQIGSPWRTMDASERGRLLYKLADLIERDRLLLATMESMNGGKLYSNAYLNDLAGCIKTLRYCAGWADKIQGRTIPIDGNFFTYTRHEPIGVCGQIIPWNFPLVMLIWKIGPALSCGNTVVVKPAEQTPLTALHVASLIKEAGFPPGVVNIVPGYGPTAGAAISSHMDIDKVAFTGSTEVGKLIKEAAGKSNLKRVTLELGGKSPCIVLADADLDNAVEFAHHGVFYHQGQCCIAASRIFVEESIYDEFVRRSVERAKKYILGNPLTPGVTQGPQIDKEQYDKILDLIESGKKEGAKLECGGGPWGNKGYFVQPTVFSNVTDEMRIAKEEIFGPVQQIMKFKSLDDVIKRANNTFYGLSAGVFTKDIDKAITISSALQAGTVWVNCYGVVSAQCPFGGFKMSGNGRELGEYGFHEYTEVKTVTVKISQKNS
* = called active by the depositor; i = inactive; ? = inconclusive; / = not tested or not shown; & = joins results of further samples; [ ] = another dose, or the depositor's remark. Unless noted, calls come from the whole dose curve; as a rule, active = well fitted curve in the direction sought with a large enough effect; inconclusive = small, poorly fitted or top-dose-only effect, or another doubt; inactive = no such curve, though single readings can be large; an effect the other way counts as inactive or inconclusive. Potency is the fitted concentration of half-maximal effect. A portion of the library; count on the stated rates, not on these rows.

SMILES	Lamin A splicing	Tau fibril ThT	SMN2 splice up	RECQ1 helicase	L3MBTL1 block	JMJD2E inh	Luc counter	ALDH1A1 inh
CC1=N/C(=C\c2ccc3c(c2)OCO3)C(=O)N1c1ccc(C(=O)O)cc1	4.4%	10.1%	-8.4%	i	8.3%	-23.2%	-10.2%	0.8%
CCOC(=O)N1CCN(c2c(NCCc3ccc(OC)c(OC)c3)c(=O)c2=O)CC1	-4.3%	-9.3%	-25.4%	-8.3%	/	2.2%	-4.0%	?
COc1ccc(N=CC=C2OC(C)(C)C(C)(C)O2)cc1OC	/	?	/	-5.8%	-3.0%	?	/	/
CCC1CCCCN1CCNC(=O)C1CCN(S(=O)(=O)c2c(C)noc2C)CC1 (configuration not stated)	-3.2%	-14.7%	-3.7%	-8.4%	/	0.4%	-6.3%	1.0%
Fc1ccccc1NC(=S)N1CCN(Cc2ccc3c(c2)OCO3)CC1	5.6%[46 µM]	0.3%	-25.2%	i	/	-12.8%	2.2%	1.3%
Cc1cc2c(c(=O)o1)C(C(C)C)C(C#N)=C(N)O2 (configuration not stated)	4.9%	-4.1%	8.6%	-17.3%	4.9%	12.5%	-1.0%	?
Cc1cc(SCC2=NNC(=O)C2)c(Cl)cc1Cl	/	-13.0%	/	-11.5%	-19.8%	15.4%	/	10.9%
Cc1nc(SCC(=O)N2CCc3ccccc3C2)c2c(C)c(C)sc2n1	?	?	-52.3%[inhibitor]	0.5%	4.4%	-6.2%	2.3%	?
Cc1nnc(NC(=O)CCC(=O)NCc2ccco2)s1	-0.1%	0.3%	-5.7%	-3.7%	-0.7%	-6.8%	-2.2%	?
Cc1ccc(NC(=O)C[n+]2ccccc2)cc1[N+](=O)[O-]	8.0%	1.7%	12.5%	i	7.1%	2.0%	-0.5%	-1.9%
O=C(COc1ccc2ccc(=O)oc2c1)Nc1ccc(N2CCOCC2)cc1	-13.4%	?	-7.0%	-10.5%	1.6%	?	-2.6%	?
CCCC(=O)n1nc(-c2cccnc2)nc1NCc1ccccc1	?	?	3.6%&6.0%	i	10.6%	-5.7%	0.0%	-10.0%
CC(=O)OC/C=C(\C)CC/C=C(\C)CC/C=C(\C)CC/C=C(\C)CC/C=C(\C)CC/C=C(\C)CC/C=C(\C)CC/C=C(\C)CCC=C(C)C	-1.4%	-13.1%	-0.2%	-10.7%	/	9.6%	0.7%	-3.1%
CCc1ccc(OCCOCC(O)CN2CCN(Cc3ccc(Cl)cc3)CC2)cc1 (configuration not stated)	?	-17.1%	-60.4%[inhibitor]	-1.8%	-3.7%	5.5%	-2.5%	-4.3%
C(=N\NC1=Nc2cccc3cccc1c23)/c1cccnc1	-36.3%[46 µM]	2.82µM*	11.2µM*	?	-6.3%	9.1%	-1.0%	-9.2%
Cc1cccc(C)c1NC(=O)N1CCC(c2nc3ccccc3o2)CC1	0.7%	-2.8%	-17.0%	-1.6%	2.9%	10.0%	-5.9%	1.0%
COc1ccc(Oc2nc(C)cc(C)c2S(=O)(=O)c2ccc(C)cc2)cc1	-2.8%	-8.1%	-7.0%	-19.9%	8.8%	4.4%	1.0%	?
Cc1ccc(S(=O)(=O)N2CCN(C)CC2)c(C)c1	-5.4%	-4.9%	-13.2%	i	/	10.9%	-1.9%	8.2%
CCOc1ccc(C2C(C#N)=C(N)SC(N)=C2C#N)cc1OC	4.4%	?	3.5%	?	0.2%	?	0.7%	?
COc1ccc(CN(C(=O)CN2C(=O)c3ccccc3S2(=O)=O)C(C(=O)NCC2CCCO2)c2ccncc2)cc1 (configuration not stated)	-11.4%	-2.1%	13.5%	-8.8%	1.9%	-18.9%	-0.9%	?
Cc1cc2nc(N)sc2cc1C	6.5%	-3.9%	?	-3.8%	/	7.7%	-22.5%	-0.6%
Cc1ccc(Nc2ccc(C(=O)N3CCCC3)cn2)c(C)c1	4.2%	-9.6%	-5.8%	-6.0%	/	-2.9%	17.1%	-2.0%
Cc1ccccc1/C(N)=N/O	0.0%	0.8%	-3.3%	-8.5%	-9.5%	-5.5%	1.6%	12.2%
Cc1cc(C(=O)COC(=O)Cc2n[nH]c(=O)c3ccccc23)c(C)n1-c1ccc2c(c1)OCCO2	?	?	-38.1%[inhibitor]	-13.9%	-5.8%	-16.3%	-1.7%	?
COc1ccc(/C=C2\SC(=S)N(C(C(=O)O)c3ccccc3)C2=O)c(OC)c1 (configuration not stated)	/	12.6µM*	/	-5.1%	-18.8%	2.2%	/	/
Cc1ccc(NC(=O)C(C)c2ccc(-c3ccccc3)c(F)c2)cc1 (configuration not stated)	?	-7.7%	-59.7%[inhibitor]	-14.1%	/	-1.1%	-2.1%	4.4%
O=S(=O)(c1ccc(Oc2ccc3oc4ccccc4c3c2)nc1)N1CCCC1	?	-3.2%	-6.2%	1.1%	-0.5%	-25.6%	-3.8%	13.4%
Cc1ccc(OCCCC(=O)NCc2ccco2)cc1	2.8%	-6.7%	-7.7%	-12.8%	-1.0%	8.1%	0.5%	3.8%
COc1cc(O)c(C(=O)O)c(O)c1	-4.5%	0.8%	-0.4%	-10.7%	/	-4.6%	-1.6%	-1.0%
COc1ccc(CCNC(=O)c2nnc(Cc3c(F)cccc3Cl)o2)cc1OC	-3.5%	-11.2%	7.7%	i	/	3.2%	-5.3%	?
O=C(Nc1cccc(Cl)c1N1CCOCC1)c1ccc2c(c1)OCCO2	/	2.0%	-0.9%	i	-5.6%	1.7%	-0.9%	?
CCCn1c(-c2ccc(F)cc2)nc2c(NCCCCN(C)C)nc(C)nc21	/	4.7%	-1.9%	i	/	?	-0.1%	?
COc1cccc(NC(=S)/C(=C(\[O-])c2ccc(OC(F)F)cc2)[n+]2ccccc2)c1	-3.2%[46 µM]	?	-13.4%	0.2%	-8.1%	-5.6%	-3.4%	20µM*
O=C(c1cnccn1)N1CCC2(CC1)CN(c1ncccn1)C2	/	/	-3.1%	-6.3%	/	/	-5.3%	?
O=C1Nc2ccccc2C12OCCCO2	14.9%	5.7%	-31.8%	-1.9%	-0.1%	8.8%	0.4%	11.0%
CCOC(=O)NC1c2ccccc2Oc2ccccc21	/	-0.9%	/	-1.4%	5.0%	-1.0%	/	/
CCOC(=O)c1cnc2ccc(C)cc2c1Sc1ccccc1	-16.4%	?	-7.8%	-8.6%	17.1%	2.2%	1.7%	-6.8%
CCOC(=O)c1c(CN(CC)CC)n(C)c2cc(Br)c(O)cc12	/	-11.7%	/	-6.1%	-3.7%	-9.6%	/	/
Nc1c(Cl)ncnc1N/N=C/c1ccnc2ccccc12	7.1%	1.4%	21.9%	-1.5%	7.2%	-5.0%	0.8%	1.4%
CCn1c(Cc2ccccc2)nnc1SCC(=O)Nc1ccccc1N1CCOCC1	?	-14.4%	-23.2%	1.5%	-6.1%	2.3%	-3.0%	8.91µM*
CC(=O)c1cccc(NS(=O)(=O)c2ccc(N/C=C\C(=O)c3ccc(F)cc3)cc2)c1	2.0%	0.9%	-55.1%[inhibitor]	-15.5%	-6.5%	?	-0.4%	-15.0%
N#Cc1c2ccc(O)cc2n2ccccc12	?	-11.7%	13.4%	-3.6%	36.0%[activator]	?	-3.7%	?
C=CCN(C(=O)CSc1nc2ccsc2c(=O)n1Cc1ccccn1)c1ccccc1	0.6%[46 µM]	-11.1%	47.0%	i	/	3.5%	0.0%	?
Cn1c(=O)n(C)c2cc([N+](=O)[O-])c(N3CCN(C(=O)C(C)(C)C)CC3)cc21	/	-8.2%	-9.6%	4.1%	-5.4%	2.5%	-3.6%	-10.9%
COCc1[nH][nH]c(=O)c1C=Nc1ccc(OC(F)(F)F)cc1	4.7%[9.22 µM]	-5.2%	-2.7%	1.1%	-8.8%	5.2%	0.8%	1.2%
COc1cccc(/C=N/NC(=O)CN2CC(c3ccccc3)CC2=O)c1O (configuration not stated)	?	-13.4%	-47.9%[inhibitor]	i	2.5%	?	-0.8%	-2.2%
O=C(Cn1c(=O)oc2cc(S(=O)(=O)N3CCOCC3)ccc21)N1CCc2ccccc2C1	-1.0%	-8.1%	0.6%	-6.8%	/	6.4%	-0.7%	-10.8%
O=C1C2C3C=CC(C2C(=O)N1CCCO)C1C2C(=O)N(CCCO)C(=O)C2C31 (configuration not stated)	13.9%	3.0%	-9.8%	i	/	7.1%	1.2%	4.47µM*
